Compound activity deposited in PubChem BioAssay by several laboratories.
PTPN22 act: activators of human LYP (PTPN22) phosphatase. Q9Y2R2. 96,000 compounds, 0.11% hits. recombinant LYP, DiFMUP fluorescence; 0 = plate median, 100 = signal doubled. activation, % at 2 µM;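 active = activation at 2 µM above a set limit, the mean plus 5 SD, cut at about 37% in these data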
PLK1 kinase inh: inhibitors of human PLK1 kinase. P53350. AID 619. recombinant PLK1 kinase, TR-FRET peptide phosphorylation. 97,000 compounds, 0.53% hits. inhibition, % at 10 µM;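 active = inhibition of 50% or more in the single-concentration screen; inactive = inhibition below 50%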;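 also: 0% = DMSO max control and 100% = H-89 dihydrochloride min control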
Plk1 PBD FP: inhibitors of human Plk1 polo box domain binding; Plk1 PBD phosphopeptide binding, fluorescence polarization; inhibition, %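 (tested at about 20 µM)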; 97,000 compounds, 0.13% hits; in the data active = inhibition above about 34%, passing the limit was not always enough
CYP2C9 inh: blocks human cytochrome P450 2C9; 96,000 compounds, 20% hits; inhibition, % at 5 µM; CYP2C9 Supersomes, luciferin-H conversion, luminescence; AID 777;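 active = blocking of liver enzyme CYP2C9 beyond about 50% at 5 µM, limit read from the data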; also: values of inactives mirror those of a sister screen read the other way
Rev-RRE block: HIV Rev-RRE protein-RNA interaction inhibition; inhibition, % at 8 µM; AID 704; P05866; Rev peptide-RRE RNA binding, FRET; 97,000 compounds, 0.79% hits;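 active = inhibition above the screen-wide mean plus 3 SD, cut at about 35% in these data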;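 also: 0% = median DMSO wells and 100% = median Neomycin B control wells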
Target sequence (P05866 whole entry, looked up): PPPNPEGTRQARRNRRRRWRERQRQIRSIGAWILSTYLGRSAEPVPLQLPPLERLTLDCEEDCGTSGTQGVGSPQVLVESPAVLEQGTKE
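Test system: Cy5-tagged RRE RNA duplex with fluorescein-tagged Rev peptide | Read-out: % inhibition of FRET ratio versus controls | Probe or stimulus: Labelled Rev peptide | Incubation: 5 min RNA-compound premix plus 15 min binding step, 25 °C | Technique: FRET fluorescence readout | Benchmarks: DMSO low control, neomycin B high control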
EphB4 ephrin blk: EphB4-ephrin-B2 interaction antagonism; P54760; EphB4 LBD / TNYL-RAW-Alexa532 peptide, fluorescence polarization; inhibition, % at 7 µM; 97,000 compounds, 0.15% hits;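 active = inhibition above the screen-wide mean inhibition plus 3 SD, cut at about 15% in these data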;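 also: 0% = DMSO wells and 100% = excess unlabeled TNYL-RAW peptide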
Target sequence (P54760 whole entry, looked up, the tested form may be a part): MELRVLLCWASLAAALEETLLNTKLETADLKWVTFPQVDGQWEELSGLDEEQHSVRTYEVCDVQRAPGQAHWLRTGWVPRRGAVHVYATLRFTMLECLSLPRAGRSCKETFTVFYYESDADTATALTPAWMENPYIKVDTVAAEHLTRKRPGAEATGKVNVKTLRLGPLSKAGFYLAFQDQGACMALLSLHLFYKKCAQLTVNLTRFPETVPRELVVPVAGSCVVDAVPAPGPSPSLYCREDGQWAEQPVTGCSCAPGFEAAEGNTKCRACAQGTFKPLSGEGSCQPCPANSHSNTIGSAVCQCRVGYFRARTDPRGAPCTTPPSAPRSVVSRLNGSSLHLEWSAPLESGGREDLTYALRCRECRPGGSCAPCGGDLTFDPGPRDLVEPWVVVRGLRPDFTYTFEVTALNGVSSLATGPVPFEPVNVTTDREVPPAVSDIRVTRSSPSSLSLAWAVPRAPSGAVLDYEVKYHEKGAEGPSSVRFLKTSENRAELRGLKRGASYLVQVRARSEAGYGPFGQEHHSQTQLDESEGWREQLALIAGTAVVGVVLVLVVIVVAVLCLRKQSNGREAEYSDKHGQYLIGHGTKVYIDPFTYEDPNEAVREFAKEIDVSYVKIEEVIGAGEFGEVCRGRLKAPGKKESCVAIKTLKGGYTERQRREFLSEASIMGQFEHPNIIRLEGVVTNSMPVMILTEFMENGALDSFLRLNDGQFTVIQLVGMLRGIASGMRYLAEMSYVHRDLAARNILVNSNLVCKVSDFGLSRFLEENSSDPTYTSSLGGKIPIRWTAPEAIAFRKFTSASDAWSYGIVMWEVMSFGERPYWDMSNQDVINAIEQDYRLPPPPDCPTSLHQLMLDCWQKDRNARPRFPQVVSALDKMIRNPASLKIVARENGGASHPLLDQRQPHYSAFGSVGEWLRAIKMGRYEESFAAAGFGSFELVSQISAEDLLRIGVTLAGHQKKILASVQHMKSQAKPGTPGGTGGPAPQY
CYP2C9 act: increases human cytochrome P450 2C9 activity. activation factor at 5 µM. recombinant CYP2C9, luciferin-H conversion, luminescence; hits give high values; factor 1 = untreated enzyme, 0 = blocked. 96,000 compounds, 1.4% hits. P11712;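 active = activation factor of 2 or more for CYP2C9 at a 5 µM dose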;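 also: 0 = sulfaphenazole-blocked wells and 1 = vehicle-only wells; values of inactives mirror those of a sister screen read the other way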
LYP inh 2: LYP (human) phosphatase inhibition; recombinant LYP catalytic domain, DiFMUP fluorescence; inhibition, % at 2 µM; 96,000 compounds, 0.21% hits;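 active = inhibition at 2 µM at or above a set limit, the screen mean plus 3 SD, cut at about 24% in these data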;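 also: 0% = DMSO with enzyme and 100% = enzyme fully blocked by orthovanadate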
Candida biofilm: kills Candida albicans biofilms; C. albicans biofilm + clotrimazole, Alamar Blue; inhibition, % at 6 µM; 85,000 compounds, 0.14% hits; AID 834;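 active = inhibition above 20%; inactive = inhibition below 20%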;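 also: preformed 24 hr biofilms exposed to compound for 48 hr; 0% = biofilm without compound and 100% = blank killed by clotrimazole plus chlorhexidine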
Starred values were filed as active, the others as inactive; . = no result given.

SMILES | PTPN22 act | PLK1 kinase inh | Plk1 PBD FP | CYP2C9 inh | Rev-RRE block | EphB4 ephrin blk | CYP2C9 act | LYP inh 2 | Candida biofilm
Cn1nnnc1SCC(=O)Nc1ccccc1C(=O)NCc1ccccc1 | 4 | -4 | 4 | 7 | 5 | 2 | 0.9 | -5 | 9
COC(=O)C(CCCCNC(=O)OCc1ccccc1)NC(=O)CN (stereo not drawn) | 3 | -8 | 9 | 44 | 3 | 3 | 0.6 | -2 | 4
O=C(CCCC(=O)Nc1cccnc1)Nc1cccnc1 | 2 | -7 | 20 | . | 7 | 4 | . | -4 | .
Cc1ccc(NC(=O)C2CCN(C(=O)NC3CCCCC3)CC2)c(C)c1 | -2 | -8 | -19 | . | -3 | 2 | . | 2 | 8
COc1ccc(C2=Nn3c(nnc3-c3ccccc3OC)SC2)cc1OC | 1 | -8 | -1 | 53* | 5 | 14 | 0.5 | -4 | .
CN(C)C(/C=C/Nc1ccc(F)cc1)=C(C#N)C#N | . | -7 | -6 | 32 | 4 | 0 | 0.7 | . | .
Nc1ccc(Nc2nc(-c3ccncc3)cs2)cc1 | 6 | 23 | -10 | 62* | 0 | -3 | 0.4 | -3 | 2
CCOC(=O)c1c(NC(=O)CSc2nnc(CNc3ccc(OC)cc3)n2C)sc(C)c1C | -14 | -6 | 15 | 77* | -1 | -2 | 0.2 | 10 | 9
COCCNC(=O)C(=O)Nc1cccc(Br)c1 | -2 | 0 | -3 | 23 | 9 | 2 | 0.8 | 5 | 5
Cn1c(NC(=O)c2ccco2)c(-c2ccc(Cl)cc2)c(=O)c2ccccc21 | 4 | 4 | 41 | 15 | 3 | -6 | 0.9 | -1 | 5
COc1ccc(N2CCN(C(=O)CSc3nnc(C)c(=O)[nH]3)CC2)cc1 | 1 | -14 | 5 | 13 | 0 | -4 | 0.9 | -4 | 9
O=C(c1ccc2snnc2c1)N1CCCC1 | -2 | -10 | 24 | 10 | 4 | 4 | 0.9 | 1 | 11
CCC(Sc1nc(C)cc(C)n1)C(=O)O (stereo not drawn) | 8 | -9 | -5 | -7 | 5 | -2 | 1.1 | -7 | 6
O=C(c1cc2ccccn2n1)N1CCCC1 | 2 | -11 | 16 | 1 | 7 | -6 | 1 | -5 | 6
OCCSc1nc2ccccc2n1CCOc1ccccc1 | -1 | -4 | 28 | 78* | 11 | -6 | 0.2 | 4 | 5
Cc1cc(C(F)(F)F)nc(NCc2cccnc2)n1 | 15 | 2 | 30 | . | 2 | 5 | . | -21 | 11
CC(C)Cn1c(CNC(=O)c2ccccc2)nc2ccccc21 | -14 | 2 | 12 | 27 | -1 | -7 | 0.7 | 13 | 6
Cc1cc(S(=O)(=O)N2CCN(c3c(C)cccc3C)CC2)ccc1F | -9 | -14 | 14 | 98* | 18 | -6 | 0 | 12 | 1
COc1ccc(S(=O)(=O)N2CCCCC2C(=O)O)cc1 (stereo not drawn) | 7 | -14 | -9 | . | 7 | 0 | . | -10 | 5
CCc1ccc(-c2cc(C(=O)NCc3ccco3)c3ccccc3n2)s1 | 0 | -20 | -21 | 39 | 15 | -1 | 0.6 | 2 | .
CN(C(=O)c1cccc(N2C(=O)C3CC=CCC3C2=O)c1)C1CCCCC1 (stereo not drawn) | 3 | -8 | -4 | . | -4 | -4 | . | -6 | -3
CC(/C=N/Nc1nnc(C)c(=O)[nH]1)=C\c1ccccc1 | 8 | 2 | 2 | -5 | 16 | 9 | 1 | -5 | .
Cc1cc(C)c2cc(C)c3nnc(SCC(=O)NCc4ccc5c(c4)OCO5)n3c2c1 | -3 | -9 | -9 | 33 | -1 | -3 | 0.7 | 4 | .
Cc1c(NC(=O)c2cc3nc(-c4ccccc4)cc(C)n3n2)c(=O)n(-c2ccccc2)n1C | 5 | -10 | 6 | 41 | -4 | -5 | 0.6 | -8 | 4
Cc1ccc(Cn2c(SCC(=O)Nc3cc(C)on3)nc3ccccc3c2=O)cc1 | -1 | -14 | 0 | 4 | 5 | 0 | 1 | 0 | 5

Gathered by group, those above with a COOH group
SMILES | PTPN22 act | PLK1 kinase inh | Plk1 PBD FP | CYP2C9 inh | Rev-RRE block | EphB4 ephrin blk | CYP2C9 act | LYP inh 2 | Candida biofilm
CCC(Sc1nc(C)cc(C)n1)C(=O)O (stereo not drawn) | 8 | -9 | -5 | -7 | 5 | -2 | 1.1 | -7 | 6
COc1ccc(S(=O)(=O)N2CCCCC2C(=O)O)cc1 (stereo not drawn) | 7 | -14 | -9 | . | 7 | 0 | . | -10 | 5

Carrying on:
SMILES | PTPN22 act | PLK1 kinase inh | Plk1 PBD FP | CYP2C9 inh | Rev-RRE block | EphB4 ephrin blk | CYP2C9 act | LYP inh 2 | Candida biofilm
CCn1c(SCC(=O)NCc2ccco2)nc2c1c(=O)n(C)c(=O)n2C | -9 | -5 | 11 | 4 | 5 | -6 | 1 | 10 | 7
O=C(O)CSc1nc2ccccc2c(=O)[nH]1 | 0 | -9 | -3 | -9 | 4 | -5 | 1.1 | -2 | .
Cc1cc(-c2nnc3sc(C4CCCCC4)nn23)n[nH]1 | -1 | -13 | -5 | 2 | 0 | -1 | 1 | -3 | -2
CC(=O)OC12CC3CC(C1)C(=NO)C(C3)C2 | 6 | 8 | -27 | -14 | 5 | 3 | 1.1 | -7 | 5
CCOc1cc(N2CCOCC2)c(OCC)cc1NC(=O)COC(=O)c1cc(C)oc1C | 1 | -9 | -2 | 17 | 7 | 10 | 0.8 | -2 | -3
COc1cc(C)nc(Oc2ccc(OCc3ccccc3)nn2)n1 | 1 | -6 | -21 | 31 | -3 | -8 | 0.7 | 0 | 7
COc1ccc(-c2cc(C(F)(F)F)n3nc(C(=O)N4CCCCC4)cc3n2)cc1OC | 3 | -14 | 3 | 28 | -5 | -5 | 0.7 | 1 | 4
COC(=O)CSc1nnc2c3c4c(sc3nc(-n3nc(C)cc3C)n12)COC(C)(C)C4 | 8 | -8 | -20 | 28 | 6 | -2 | 0.7 | -10 | -4
CCN1CCN(CC(=O)N2c3ccccc3CC2C)CC1 (stereo not drawn) | -11 | -6 | 6 | 5 | 4 | 6 | 0.9 | 13 | 1
Cc1cccc(C)c1NC(=O)NC1CC2CCC(C1)N2Cc1cccs1 (stereo not drawn) | -5 | -5 | -1 | -7 | 0 | -8 | 1.1 | 8 | .
COC(=O)C1C2C=CC(C3CC23)C1C(=O)OCC(=O)c1ccccc1 (stereo not drawn) | 6 | -11 | 10 | 57* | -5 | 0 | 0.4 | -9 | .
CC(=O)c1cccc(NC(=O)C2CCCN(S(=O)(=O)c3cccc4cccnc34)C2)c1 (stereo not drawn) | 1 | -10 | -21 | -15 | 4 | -6 | 1.2 | -4 | 2
Cc1cc(N2CCN(c3ccccc3)CC2)nc(-c2ccccc2)n1 | 0 | 13 | 15 | 49 | 10 | 5 | 0.5 | -1 | -1
O=[N+]([O-])c1cn(-c2nc(-c3ccco3)cc(C(F)(F)F)n2)cn1 | -13 | -10 | 0 | 12 | 7 | 1 | 0.9 | 13 | 3
O=C(Nc1cccc2ccccc12)c1nn(C23CC4CC(CC(C4)C2)C3)cc1[N+](=O)[O-] | -11 | 0 | 6 | -10 | 10 | -5 | 1.1 | 14 | .
COc1ccc(-n2c(SCC(N)=O)nnc2-c2ccc(NS(=O)(=O)c3ccc(C)cc3)cc2)cc1 | -4 | -8 | -10 | 73* | 3 | -2 | 0.3 | 6 | .
Cc1ccc(C(=O)C(C)OC(=O)c2cc3cc([N+](=O)[O-])ccc3oc2=O)cc1 (stereo not drawn) | -9 | -8 | -7 | 88* | 10 | 0 | 0.1 | 11 | .
Cn1c(=O)c2c(nc(NCCO)n2C)n(C)c1=O | -9 | -5 | 20 | 12 | 4 | 0 | 0.9 | 8 | 7
Nc1nnc(-c2ccccc2)s1 | -3 | 8 | 23 | -16 | 1 | -2 | 1.2 | 5 | 6
COc1ccccc1C(=O)Nc1ccc2c(c1)nc(CN1CCN(C(C)=O)CC1)n2C | -10 | -6 | 23 | 0 | 7 | 0 | 1 | 7 | 7
Cc1ccc(CNc2ccc3c(c2)ncn3C)cc1 | -2 | -15 | -7 | 1 | 4 | 1 | 1 | 1 | -2
CC(C)CNC(=O)C(=O)NC1CCCC1 | -5 | -10 | 19 | . | 4 | -5 | . | 10 | .
COCCn1c(C)cc(C(=O)CSc2nnc(-c3cccnc3)n2-c2ccccc2F)c1C | 0 | -6 | 20 | 21 | 13 | 14 | 0.8 | -2 | 9
CC(=O)Nc1ccc(C(=O)NNC(=O)CCc2ccccc2)cc1 | 4 | -6 | -19 | 2 | 6 | 4 | 1 | 0 | .
CCOc1cc2nc(-c3ccc(OC)c(OC)c3)nc(N3CC(C)OC(C)C3)c2cc1OC (stereo not drawn) | 5 | -13 | 1 | 11 | -1 | -10 | 0.9 | -3 | .

Compound profiles (already shown). Screens in order: PTPN22 act	PLK1 kinase inh	Plk1 PBD FP	CYP2C9 inh	Rev-RRE block	EphB4 ephrin blk	CYP2C9 act	LYP inh 2	Candida biofilm
`CCOc1cc(N2CCOCC2)c(OCC)cc1NC(=O)COC(=O)c1cc(C)oc1C` as listed: 1	-9	-2	17	7	10	0.8	-2	-3
`COc1ccc(-n2c(SCC(N)=O)nnc2-c2ccc(NS(=O)(=O)c3ccc(C)cc3)cc2)cc1` as listed: -4	-8	-10	73*	3	-2	0.3	6	.

(list continues)
SMILES | PTPN22 act | PLK1 kinase inh | Plk1 PBD FP | CYP2C9 inh | Rev-RRE block | EphB4 ephrin blk | CYP2C9 act | LYP inh 2 | Candida biofilm
O=C(NCc1ccco1)c1nn2c(C(F)(F)F)cc(-c3cccs3)nc2c1Cl | -7 | -11 | -9 | 55* | 10 | -2 | 0.5 | 9 | 1
COC(=O)CS(=O)(=O)c1nnc([C@H](Cc2ccccc2)NC(=O)OC(C)(C)C)o1 | 6 | -10 | -9 | 77* | 6 | 1 | 0.2 | -10 | -4
CC(C)C(=O)NC(=S)Nc1ccccc1F | -2 | -11 | 11 | 20 | -2 | -5 | 0.8 | 4 | .
O=C(NCCN1CCOCC1)c1ccc2c(c1)N(Cc1ccccc1)CCS2 | 1 | -8 | -27 | 63* | 10 | 4 | 0.4 | -4 | 5
O=C(CSc1nc(C2CC2)nc2ccccc12)N1c2ccccc2Sc2ccc(C(F)(F)F)cc21 | -8 | -11 | -10 | 92* | 10 | 5 | 0.1 | 11 | .
CCC(=Nc1ccc(Cc2ccncc2)cc1)c1c(O)n(C)c(=O)n(C)c1=O | -3 | 3 | -10 | 92* | 6 | 7 | 0.1 | 0 | 7
COc1ccc(Cc2nnc(NC(=O)c3ccco3)s2)cc1OC | 0 | -6 | 12 | 19 | 2 | -5 | 0.8 | -3 | -1
CC(C)(C)c1ccc(N2C(=O)Cc3c2nc(N)c(C#N)c3N)cc1 | -1 | -9 | -1 | 36 | 6 | 0 | 0.6 | 3 | 7
O=C(c1cccs1)N1CCN(C(=O)C2CCCO2)CC1 (stereo not drawn) | -2 | -9 | 14 | . | 5 | -2 | . | -2 | .
Cc1c(NC(=O)c2ccc3c(c2)OCO3)c(=O)n(-c2ccccc2)n1C | -2 | -4 | -1 | -7 | 9 | -6 | 1.1 | -2 | 6
CCc1ccccc1NC(=O)NC1CC2CCC(C1)N2Cc1cccs1 (stereo not drawn) | 6 | -8 | -24 | 7 | 2 | 6 | 0.9 | -4 | .
OCCNCc1ccc(OC2CCCC2)cc1 | 8 | -7 | -35 | -11 | 2 | 4 | 1.1 | -6 | 7
COc1ccc(CN2CCC(CNC(=O)NC3CCCCC3)CC2)cc1 | 6 | -3 | -20 | -1 | -1 | -5 | 1 | -8 | -4
O=c1c2cn[nH]c2[nH]c(=S)n1-c1ccccc1 | 6 | -6 | -38 | . | 5 | 1 | . | -6 | 5
Cc1nn(Cc2ccc(Cl)cc2)c(=O)n1N(C)c1ncc(C(F)(F)F)cc1Cl | 16 | -7 | -22 | 50 | 9 | -1 | 0.5 | -15 | 6
